KOR beta-arrestin-1: KOR antagonists, beta-arrestin recruitment, cell-based, luminescence, uHTS (AID 1778); KOR beta-arrestin recruitment, luminescence, antagonist mode; higher % means a stronger effect; one-dose inhibition, % at 10 µM; IC50 in µM for titrated hits; 290,000 tested, 0.091% active; note: strong numbers were not always called active
Dynein transport: dynein cargo transport inhibition; z-score, hits read low; AID 1381; 3617.4 mouse cells, GR-EGFP nuclear translocation imaging; test concentration mostly 20 µM; stimulated with dexamethasone, 1 µM; stronger effect = lower value; 220,000 tested, 0.47% active;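 active = plate z-score of nuclear minus cytoplasmic receptor signal below a set negative limit, without overly bright fluorescence or cell loss, cut at about -3.5 in these data, passing the limit was not always enough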;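 note: z-score of nuclear minus cytoplasmic ring GR-EGFP intensity difference per well; some compounds called inactive have numbers as strong as hits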
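Buffer or medium: tet-free medium with charcoal-stripped serum / Also added: dexamethasone agonist, 1.0 µM final, for 30 min / Timing: induction 48 h, compound 1 h, agonist 30 min / Measured by: high-content fluorescence imaging after fixation / Read-out: nuclear-to-cytoplasmic GR-EGFP distribution per well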
KOR beta-arrestin-2: kappa opioid receptor activators – cell-based, luminescence, uHTS, primary screen (AID 1777) | KOR beta-arrestin recruitment, luminescence; higher % means a stronger effect | activation, % at 10 µM, or EC50 in µM where a hit was titrated | 280,000 tested, 0.02% active; in the data active = activation above about 50%, passing the limit was not always enough; note: a part of the inactive calls stands beside numbers as strong as those of hits
NOD2 inhibition: NOD2 signaling inhibitors, cell-based, luminescence, uHTS, HEK293 (AID 1566). inhibition, % at 4 µM, or EC50 in µM where a hit was titrated. HEK293 NOD2/NF-kB luciferase reporter, luminescence; higher % means a stronger effect. 290,000 tested, 0.63% active; note: many of its hits are not listed in these tables
M17LAP inhibition: P. falciparum M17LAP inhibitors, primary screen, biochemical, fluorogenic H-Leu-NHMec substrate, 1536-well (AID 1619) | 220,000 tested, 0.38% active | recombinant M17LAP, H-Leu-NHMec fluorogenic kinetic assay; higher % means a stronger effect | inhibition, % at 30 µM; hits with a dose series show IC50 in µM;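 active = compound inhibiting the enzyme by more than half at any dose during confirmatory dose-response retesting; inconclusive = strong single-dose inhibitors picked by rank but not retested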;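 note: plate controls were full reaction with DMSO carrier for no effect and no enzyme background for full effect; strong numbers were not always called active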
M1AAP inhibition: P. falciparum M1AAP inhibitors, biochemical, fluorogenic H-Leu-NHMec substrate, 1536-well (AID 1445). recombinant M1AAP, H-Leu-NHMec fluorogenic kinetic assay; higher % means a stronger effect. inhibition, % at 30 µM, or IC50 in µM where a hit was titrated. 220,000 tested, 0.42% active;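 active = primary inhibition above the hit cutoff, then over 50% inhibition at one or more dose response concentrations, cut at about 23% in these data, passing the limit was not always enough; inconclusive = conflicting primary data, or primary hits not chosen for dose response; inactive = low primary inhibition, or under 50% at every dose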;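 note: plate controls were DMSO full reaction for no effect and no enzyme background for full effect; strong numbers were not always called active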
AID2073: disruptors of CaV2.2 binding to Mint1 – biochemical, HTRF (AID 2073). inhibition, % at 20 µM; hits with a dose series show IC50 in µM. 290,000 tested, 0.19% active. HTRF protein-protein interaction, Mint1-CaV2.2; higher % means a stronger effect; in the data active = inhibition mostly above about 51%, no sharp cut-off; inconclusive = no clear call, values can overlap the other calls; inactive = mostly below about 53%; note: some results filed as inactive read as strong as hits
NOD1 inhibition: inhibition of NOD1-driven NF-kB reporter – cell-based, luminescence, uHTS, primary screen (AID 1578). NOD1-driven NF-kB luciferase reporter cells, luminescence; higher % means a stronger effect. inhibition, % at 4 µM; hits with a dose series show EC50 in µM. 290,000 tested, 1% active; in the data active = inhibition mostly above about 36%, no sharp cut-off; inactive = mostly below about 34%;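 note: HEK-293T reporter cells stimulated with the NOD1 agonist gamma-tri-DAP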
GPR55 activation: selective activators of receptor GPR55 – imaging, U2OS cells, beta-arrestin-GFP redistribution, primary screen (AID 1961); 290,000 tested, 0.048% active; one-dose activation, % at 10 µM; EC50 in µM for titrated hits; U2OS GPR55 beta-arrestin-GFP redistribution imaging; higher % means a stronger effect;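 active = activation above 40% with more than 50 cells counted in the well; inconclusive = wells holding fewer than 50 cells, flagged as toxic or sparse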;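 note: U2OS osteosarcoma cells stably expressing GPR55 and beta-arrestin-GFP; plate controls were DMSO negative control for no effect and LPI positive control for full effect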
Dynein transport cytoplasmic EGFP: also measured in Dynein transport; calls as there; z-score; measured here: cytoplasmic GR-EGFP intensity; stronger effect = higher value
Dynein transport nuclear GR-EGFP: further read-out of Dynein transport, marked with its call; z-score; measured here: nuclear GR-EGFP intensity;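 lower value marks the stronger effect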
Dynein transport cell count: second read-out of Dynein transport, no call of its own (marks repeat the call); z-score; measured here: cell count per field
The depositor's hits bear a star. Cut-off read from the data, not from the text of the source, unless noted: active = inhibition above about 50%; inactive = the rest. Some of the compounds tested; the hit share may differ from the screen's.

For Cc1cccc2cc(CN(CC3CCCO3)C(=O)NC3CCCCC3)c(=O)[nH]c12 (centres undefined) the results were KOR beta-arrestin-1 -11%, Dynein transport 0.084, KOR beta-arrestin-2 -0.9%, NOD2 inhibition -10%, M17LAP inhibition 13%, M1AAP inhibition 15%, AID2073 -1%, NOD1 inhibition -12%, GPR55 activation -0.1%, Dynein transport cytoplasmic EGFP -0.16, Dynein transport nuclear GR-EGFP -0.15 and Dynein transport cell count 0.55.
For Cc1cc(C)c(C(=O)Nc2ccccc2)c(CC(C)(C)C(=O)O)c1 the results were KOR beta-arrestin-1 -20%, Dynein transport 0.11, KOR beta-arrestin-2 0.1%, NOD2 inhibition 4%, M17LAP inhibition -1%, M1AAP inhibition 6%, AID2073 6%, NOD1 inhibition -6%, GPR55 activation 0.9%, Dynein transport cytoplasmic EGFP -0.23, Dynein transport nuclear GR-EGFP 0.063 and Dynein transport cell count 0.33.
Screening Cc1cc(=O)oc2cc(OCC(=O)OCc3nnc(-c4ccccc4)o3)ccc12 returned KOR beta-arrestin-1 -45%, Dynein transport 0.6, KOR beta-arrestin-2 -1.6%, NOD2 inhibition 5%, M17LAP inhibition -6%, M1AAP inhibition -2%, AID2073 4%, NOD1 inhibition 15%, GPR55 activation -0.3%, Dynein transport cytoplasmic EGFP -0.14, Dynein transport nuclear GR-EGFP 0.6 and Dynein transport cell count -0.28.
For CCn1nc(C)c(Br)c1-c1nc(-c2ccc(C)cc2)no1 the results were KOR beta-arrestin-1 36%, Dynein transport 1.8, KOR beta-arrestin-2 1.4%, NOD2 inhibition 10%, M17LAP inhibition -6%, M1AAP inhibition -1%, AID2073 inconclusive, NOD1 inhibition -15%, GPR55 activation -0.2%, Dynein transport cytoplasmic EGFP -0.21, Dynein transport nuclear GR-EGFP 0.69 and Dynein transport cell count -0.76.
Screening c1ccc(-c2cc(-c3nn4c(-c5ccco5)nnc4s3)c3ccccc3n2)cc1 returned KOR beta-arrestin-1 16%, Dynein transport -1.2, KOR beta-arrestin-2 2.3%, NOD2 inhibition 8%, M17LAP inhibition 6%, M1AAP inhibition 7%, AID2073 40%, NOD1 inhibition -18%, GPR55 activation -0.1%, Dynein transport cytoplasmic EGFP 0.11, Dynein transport nuclear GR-EGFP -0.53 and Dynein transport cell count 0.53.
For CCOc1ccc(-c2cc(CCCC(=O)NCCc3ccc(OC)c(OC)c3OC)no2)cc1 the results were KOR beta-arrestin-1 2%, Dynein transport 1.4, KOR beta-arrestin-2 -1.9%, NOD2 inhibition 19%, M17LAP inhibition -2%, M1AAP inhibition 0%, AID2073 -1%, GPR55 activation -0.1%, Dynein transport cytoplasmic EGFP -0.29, Dynein transport nuclear GR-EGFP 0.43 and Dynein transport cell count -0.24.
For O=C(CCCn1nnc2ccccc2c1=O)N[C@@H](Cc1ccccc1)C(=O)O the results were KOR beta-arrestin-1 29%, Dynein transport 0.45, KOR beta-arrestin-2 8.5%, NOD2 inhibition 17%, M17LAP inhibition 2%, M1AAP inhibition 5%, AID2073 5%, NOD1 inhibition -8%, GPR55 activation -0.1%, Dynein transport cytoplasmic EGFP -0.09, Dynein transport nuclear GR-EGFP 0.35 and Dynein transport cell count -0.19.
`O=C(O)CC1Sc2nnc(COc3ccc(Cl)cc3)n2N=C1c1ccccc1` (centres undefined) gave KOR beta-arrestin-1 -20%, KOR beta-arrestin-2 -1.9%, NOD2 inhibition -10%, AID2073 2%, NOD1 inhibition -31% and GPR55 activation 0.2%.
Screening CC1CCc2cc(F)ccc2N1C(=O)C12CCC(C)(C(=O)O1)C2(C)C (centres undefined) returned KOR beta-arrestin-1 -21%, Dynein transport 2.5, KOR beta-arrestin-2 -4.0%, NOD2 inhibition 8%, M17LAP inhibition -4%, M1AAP inhibition 0%, AID2073 -8%, NOD1 inhibition -27%, GPR55 activation 0.1%, Dynein transport cytoplasmic EGFP -0.25, Dynein transport nuclear GR-EGFP 1.2 and Dynein transport cell count -1.2.
Screening CCC(=O)Oc1ccc2c(C)c(Cl)c(=O)oc2c1 returned KOR beta-arrestin-1 3%, Dynein transport -0.57, KOR beta-arrestin-2 -2.0%, NOD2 inhibition 12%, M17LAP inhibition -291%, M1AAP inhibition 7%, AID2073 39%, NOD1 inhibition 14%, GPR55 activation -0.2%, Dynein transport cytoplasmic EGFP -0.19, Dynein transport nuclear GR-EGFP -0.11 and Dynein transport cell count 1.1.
For Cc1ccc(-c2nc(C(=O)O)cs2)cc1 the results were KOR beta-arrestin-1 -6%, Dynein transport -0.3, KOR beta-arrestin-2 -2.2%, NOD2 inhibition -4%, M17LAP inhibition -1%, M1AAP inhibition 0%, AID2073 -7%, NOD1 inhibition -5%, GPR55 activation -0.4%, Dynein transport cytoplasmic EGFP -0.26, Dynein transport nuclear GR-EGFP -0.24 and Dynein transport cell count 0.12.
`CN(C)S(=O)(=O)c1ccc(-c2csnn2)s1` gave KOR beta-arrestin-1 20%, Dynein transport 1.7, KOR beta-arrestin-2 -0.6%, NOD2 inhibition 12%, M17LAP inhibition -13%, M1AAP inhibition 4%, AID2073 1%, NOD1 inhibition -14%, GPR55 activation -0.2%, Dynein transport cytoplasmic EGFP -0.18, Dynein transport nuclear GR-EGFP 1.4 and Dynein transport cell count -1.3.
Screening O=C(NCCS(=O)(=O)c1ccc(Br)cc1)c1ccc(Cl)cc1 returned KOR beta-arrestin-1 -16%, KOR beta-arrestin-2 0.6%, NOD2 inhibition 3%, AID2073 -7%, NOD1 inhibition -27% and GPR55 activation -0.1%.
COc1ccc(NC(=O)CSc2nnc(NC(=O)c3ccccc3C(=O)O)s2)cc1 was read as KOR beta-arrestin-1 -15%, Dynein transport -0.4, KOR beta-arrestin-2 -2.2%, NOD2 inhibition 10%, M17LAP inhibition 6.3µM*, M1AAP inhibition 1%, AID2073 2%, NOD1 inhibition -19%, GPR55 activation -0.1%, Dynein transport cytoplasmic EGFP -0.32, Dynein transport nuclear GR-EGFP -0.36 and Dynein transport cell count 0.81.
`CCOc1ccccc1N1C(=O)CN(Cc2ccc(OC)c(OC)c2)C1=S` gave KOR beta-arrestin-1 -15%, KOR beta-arrestin-2 -1.1%, NOD2 inhibition 13%, AID2073 -10%, NOD1 inhibition 2% and GPR55 activation 0.0%.
For O=C(Nc1cccc2ccccc12)/C(=C/c1cccc([N+](=O)[O-])c1)NC(=O)c1cccs1 the results were KOR beta-arrestin-1 9%, Dynein transport 0.9, KOR beta-arrestin-2 1.3%, NOD2 inhibition -15%, M17LAP inhibition -9%, M1AAP inhibition 11%, AID2073 6%, NOD1 inhibition -16%, GPR55 activation 0.1%, Dynein transport cytoplasmic EGFP 0.061, Dynein transport nuclear GR-EGFP 0.83 and Dynein transport cell count -1.3.
For COc1ccc(OC)c(NC(=O)C2CCN(S(C)(=O)=O)CC2)c1 the results were KOR beta-arrestin-1 19%, Dynein transport -0.2, KOR beta-arrestin-2 1.3%, NOD2 inhibition -1%, M17LAP inhibition 2%, M1AAP inhibition 7%, AID2073 -11%, GPR55 activation -0.2%, Dynein transport cytoplasmic EGFP -0.24, Dynein transport nuclear GR-EGFP 0.18 and Dynein transport cell count -0.2.
`COc1ccccc1CNC(=O)CCNS(=O)(=O)c1cc(Br)cnc1N` gave KOR beta-arrestin-1 -37%, KOR beta-arrestin-2 -1.2%, NOD2 inhibition 14%, AID2073 -3%, NOD1 inhibition -20% and GPR55 activation -0.2%.
CCC(C)NC(=S)Nc1ccc2nc(N3CCN(CC)CC3)cc(C)c2c1 (centres undefined) was read as KOR beta-arrestin-1 6%, Dynein transport 0.49, KOR beta-arrestin-2 0.5%, NOD2 inhibition 21%, M17LAP inhibition 1%, M1AAP inhibition 1%, AID2073 -5%, NOD1 inhibition -13%, GPR55 activation 0.2%, Dynein transport cytoplasmic EGFP -0.25, Dynein transport nuclear GR-EGFP 0.65 and Dynein transport cell count -0.33.
`COc1ccc(NC(=O)CCC2CCCCC2)cc1S(=O)(=O)N1CCCCC1` gave KOR beta-arrestin-1 28%, Dynein transport 1.3, KOR beta-arrestin-2 -6.7%, NOD2 inhibition -8%, M17LAP inhibition 10%, M1AAP inhibition 5%, AID2073 12%, NOD1 inhibition 27%, GPR55 activation 9.2%, Dynein transport cytoplasmic EGFP -0.052, Dynein transport nuclear GR-EGFP 0.68 and Dynein transport cell count -1.2.
For COc1ccc(C(=O)C[n+]2cc(Br)cc3ccccc32)cc1[N+](=O)[O-] the results were KOR beta-arrestin-1 -17%, KOR beta-arrestin-2 -0.2%, NOD2 inhibition 13%, AID2073 3%, NOD1 inhibition 2% and GPR55 activation -0.1%.
Screening COCCNC(=O)Cc1c(C)c2cc3c(cc2oc1=O)OC(C)(C)CC3 returned KOR beta-arrestin-1 23%, KOR beta-arrestin-2 -4.1%, NOD2 inhibition 10%, AID2073 22%, NOD1 inhibition -11% and GPR55 activation -0.1%.
CCOc1ccc(C(=O)CCN2CCCCC2)cc1 was read as Dynein transport -0.16, KOR beta-arrestin-2 0.3%, NOD2 inhibition 1%, M17LAP inhibition -4%, M1AAP inhibition -3%, AID2073 -6%, NOD1 inhibition 44%, GPR55 activation -0.3%, Dynein transport cytoplasmic EGFP -0.047, Dynein transport nuclear GR-EGFP 0.21 and Dynein transport cell count -1.6.

High-throughput results: PubChem BioAssay, several laboratories
